D1 PAM = Potentiators of Human D1 Dopamine Receptor: qHTS; D(1A) dopamine receptor (Homo sapiens), P21728; HEK293 TREx D1 cells, calcium flux, dopamine EC20 potentiation; potentiation, % at 10 µM; actives 0.036% (n = 360,000); AID 504651, 2011; in the data active means potentiation above about 30%; further: 0% is about no effect
D1 antag = Antagonist of Human D 1 Dopamine Receptor: qHTS; activity change, negative = inhibition, % at 10 µM; HEK293 TREx D1 cells, calcium flux, dopamine EC80; stronger effect = lower value; D(1A) dopamine receptor (Homo sapiens), P21728; AID 504652, 2011; actives 3.2% (n = 360,000); in the data active means activity change below about -30%; further: on the % scale 0 is the no-effect control and ±100 the full control effect
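Inducible Hek293 Trex D1 cells (tetracycline, overnight, 30 C). Calcium dye 30–90 min RT. Antagonist mode: EC80 dopamine added after 180 s compound read.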
RXFP1 antagonist = qHTS Assay for Antagonists of the Relaxin Receptor RXFP1; Relaxin receptor 1 (Homo sapiens), Q9HBX9; HEK293-RXFP1, relaxin-stimulated cAMP HTRF, 30 min; stronger effect = lower value; activity change, negative = inhibition, % at 57.5 µM; actives 0.59% (n = 350,000); AID 1259400, 2018;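 active means activity change of -60% or lower, but not beyond a set lower limit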; further: on the % scale 0 is the no-effect control and ±100 the full control effect
Target sequence (Q9HBX9 whole entry, looked up): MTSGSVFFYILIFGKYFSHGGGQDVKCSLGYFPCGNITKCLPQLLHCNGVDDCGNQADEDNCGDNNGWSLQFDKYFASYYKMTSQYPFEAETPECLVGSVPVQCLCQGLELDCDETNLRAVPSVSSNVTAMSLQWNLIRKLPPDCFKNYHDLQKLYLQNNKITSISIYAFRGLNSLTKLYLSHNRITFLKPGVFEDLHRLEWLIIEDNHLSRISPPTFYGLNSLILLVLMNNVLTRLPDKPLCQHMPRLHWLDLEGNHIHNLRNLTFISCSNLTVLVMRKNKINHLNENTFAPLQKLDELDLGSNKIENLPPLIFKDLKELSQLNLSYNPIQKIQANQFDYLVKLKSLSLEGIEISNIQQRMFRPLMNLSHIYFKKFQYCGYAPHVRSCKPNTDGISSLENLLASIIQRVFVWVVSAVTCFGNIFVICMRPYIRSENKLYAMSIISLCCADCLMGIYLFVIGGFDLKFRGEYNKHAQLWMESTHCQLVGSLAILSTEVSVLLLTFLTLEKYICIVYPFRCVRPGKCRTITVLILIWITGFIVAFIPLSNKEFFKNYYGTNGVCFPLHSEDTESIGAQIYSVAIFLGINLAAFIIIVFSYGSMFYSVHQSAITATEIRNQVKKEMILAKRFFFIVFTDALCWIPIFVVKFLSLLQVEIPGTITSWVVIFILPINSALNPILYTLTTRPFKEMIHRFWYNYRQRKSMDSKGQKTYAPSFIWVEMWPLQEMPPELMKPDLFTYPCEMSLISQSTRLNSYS
D2 antag = HTS Assay for Allosteric Antagonists of the Human D2 Dopamine Receptor: Primary Screen for Antagonists. HEK293 TREx D2 cells, calcium flux, dopamine EC80. actives 2% (n = 340,000). inhibition, % at 10 µM. AID 485344, 2010; in the data active means inhibition above about 30%; further: 0% is about no effect
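Measurement of antagonist activity uses fluorescent calcium dye in inducible HEK293 T-REx D2 cells: 10 s baseline, compound addition with 180 s read, EC80 dopamine addition with a further 180 s read.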
RXFP1 agonist = qHTS Assay for Agonists of the Relaxin Receptor RXFP1; HEK293T-RXFP1 cAMP TR-FRET, 30 min; response scale: percent of porcine relaxin response, buffer zero; Potency, µM (top dose mostly 57.5 µM), without a hit: top-dose activation, actives largely listed as activators; actives 0.3% (n = 370,000); AID 2676, 2010; active means well fitted activation curve with a large enough effect; further: potency means the concentration at half of the fitted maximal effect; on the % scale 0 is the no-effect control and ±100 the full control effect; nearly all actives have a fitted effect of over 60% in size; many of its hits are not listed in these tables
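Agonist response is measured as cAMP accumulation in an RXFP1-transfected HEK293T line under PDE4 inhibition. Values are scaled between buffer-only and 29 nM porcine relaxin, and EC50s come from standard Hill equation fits.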
D2 potentiator = HTS Assay for Positive Allosteric Modulators of the Human D2 Dopamine Receptor: Primary Screen for Potentiators | HEK293 T-REx D2, calcium flux, EC20 dopamine potentiation | potentiation, % at 10 µM | actives 0.34% (n = 340,000);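 active means potentiation over 3 SD above the plate norm, cut at about 30% in these data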; further: 0% is about no effect
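Potentiation of an EC20 dopamine calcium response measured kinetically over 180 s, after a preceding 180 s compound-only read flagging agonists. Cells: inducible Hek293 Trex D2 line, 4000/well, cultured overnight at 30 C before dye loading.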
TRHR enhancer = qHTS for Small Molecule Agonists and Allosteric Enhancers of Human TRH Receptor: Primary Screen for Enhancers; Thyrotropin-releasing hormone receptor (Homo sapiens), P34981; enhancement, % at 2 µM; actives 0.66% (n = 360,000); TRHR cells, fluo-8 calcium fluorescence, EC20 TRH enhancement; in the data active means enhancement above about 30%; further: 0% is about no effect
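TRHR-expressing cells loaded with fluo-8 calcium dye were read kinetically (ex 480/em 530) during compound addition, then stimulated with an EC20 of TRH (10 nM final). Enhancement of the Gq-mediated intracellular calcium response was scored.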
D2 ag = HTS Assay for Allosteric Agonists of the Human D2 Dopamine Receptor: Primary Screen for Agonists. actives 0.53% (n = 340,000). HEK293 T-REx D2 cells, calcium flux agonist mode. activation, % at 2 µM. D(2) dopamine receptor (Homo sapiens), P14416. AID 485358, 2010;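 active means activation over 3 SD above normal in the single-dose calcium agonist read, cut at about 30% in these data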; further: 0% is about no effect
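Tetracycline-induced HEK293 Trex cells with D2 receptor force-coupled to calcium signaling, plated overnight at 30 C and loaded with no-wash calcium dye. Calcium flux read kinetically for 180 s after compound addition; responses flag agonists.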
D1 ag = Allosteric Agonists of the Human D1 Dopamine Receptor: qHTS | D(1A) dopamine receptor (Homo sapiens), P21728 | activation, % at 2 µM | actives 1% (n = 360,000) | HEK293 T-REx D1 cells, calcium flux, agonist mode; in the data active means activation above about 30%; further: 0% is about no effect
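Tetracycline-induced HEK293 TREx D1 cells, force-coupled to calcium signalling, were dye-loaded with a no-wash calcium kit. Compound was pin-added after a 10 s baseline. Fluorescence was read kinetically at 1 cycle/s for 180 s, with calcium rises flagged as agonism.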
* = called active by the depositor; · = not tested or not shown.

SMILES	D1 PAM	D1 antag	RXFP1 antagonist	D2 antag	RXFP1 agonist	D2 potentiator	TRHR enhancer	D2 ag	D1 ag
CCCCN(CCCC)CCCNC(=O)C1CC(c2ccc(C(F)(F)F)cc2)=NO1 (configuration not stated)	-3.5	-7.0	·	-13.4	-1.7%	-8.3	-8.0	-0.3	10.2
Cc1ccc(CNC(=O)c2c[nH]n3c(=O)c(Cc4ccc(F)cc4Cl)c(C)nc23)cc1	0.5	-2.2	-19.1	·	-1.6%	4.1	-13.7	-0.7	-1.1
CN1C(=O)/C(=N\OC(=O)c2ccccc2Cl)c2ccccc21	-1.3	-20.4	-10.4	10.0	1.3%	-8.5	-5.7	0.0	0.6
O=C(Cn1ncc2c3ccccc3n(Cc3cccc(Cl)c3)c2c1=O)N1CCCCCC1	2.3	2.1	-9.1	·	0.1%	3.5	-4.8	0.5	14.2
O=C(NCCOc1nc(N2CCOCC2)nc(N2CCOCC2)n1)Nc1ccccc1	-2.8	-5.7	7.7	10.7	2.4%	-8.9	-1.3	0.7	2.3
Cc1cccc(N2C(=O)CC(SC(N)=Nc3ccccc3)C2=O)c1 (configuration not stated)	-2.7	-1.2	2.8	7.7	3.9%	-15.3	10.3	0.5	-0.5
CCOc1cc2[nH]c(=S)n(CC3CCCN3CC)c(=O)c2cc1OCC (configuration not stated)	-3.0	-13.0	-0.1	·	1.4%	-8.8	1.8	·	-0.3
COc1cc(C(=S)N2CCOCC2)ccc1OS(=O)(=O)c1ccc(NC(C)=O)cc1	-6.9	-16.6	-23.9	-8.4	0.1%	-1.0	-3.0	3.4	11.6
COc1ccc(S(=O)(=O)CCC(=O)NCCc2cccc(C)c2)cc1	-1.6	-2.4	14.6	-3.5	0.1%	-15.1	-3.4	0.0	4.4
O=C(CSc1nnc(-c2ccccc2Cl)n1Cc1ccco1)Nc1ccc2c(c1)OCCO2	1.9	-17.3	0.3	-15.9	1.6%	2.3	-1.0	-1.4	-0.2
Cc1ccc(NC(=O)CS(=O)CC(=O)NC(C)CCc2ccco2)cc1Cl (configuration not stated)	-5.1	-5.8	-10.5	2.2	0.0%	3.9	-0.4	0.1	2.5
CN1C(=O)N(CC(=O)N2CCN(S(=O)(=O)Cc3ccccc3)CC2)C(=O)C12CCCCC2	3.0	-4.6	-3.7	1.9	-0.6%	11.6	-1.7	0.8	-0.4
COc1ccc(OC)c(NC(=O)Cn2cc(C(=O)c3ccc(Cl)cc3)c(=O)c3cc(OC)ccc32)c1	-0.1	21.0	·	·	16.4%	-31.8	1.5	0.5	1.3
CSc1cccc(NS(=O)(=O)c2cc(Br)cnc2N)c1	2.2	3.5	-7.9	-14.8	0.5%	10.9	-2.8	0.9	1.9
O=C1CCC(=O)N1CCc1c[nH]c2ccccc12	-0.5	2.2	-2.4	-13.3	-0.9%	4.0	0.2	1.1	2.7
CC(=O)/C(=N/Nc1ccccc1[N+](=O)[O-])N1CCCc2ccccc21	2.1	-4.4	-17.5	2.5	0.3%	1.4	-9.0	-2.5	3.7
CCN(CC(=O)Nc1c(F)cccc1F)C(=O)c1ccc2c(c1)OCO2	-2.4	1.8	3.5	-7.1	-0.7%	12.3	2.0	0.6	0.0
O=C(CCCOc1ccccc1)N1CCN(S(=O)(=O)c2cccs2)CC1	1.6	-0.2	-2.6	21.6	0.6%	-6.0	-5.8	0.3	-0.4
O=C(CCc1c[nH]c2ccccc12)OCc1cccc([N+](=O)[O-])c1	-4.5	-9.1	-0.3	1.2	0.6%	8.4	-11.0	-2.4	2.1
CSCCC(NC(=O)c1ccc(Cl)cc1Cl)C(=O)NCc1ccccn1 (configuration not stated)	-8.9	-15.2	-4.8	-16.0	4.2%	4.2	-0.6	-0.2	0.9

An excerpt of these results, with two lines to a compound.
Every second line gives: D1 PAM	D1 antag	RXFP1 antagonist	D2 antag	RXFP1 agonist	D2 potentiator	TRHR enhancer	D2 ag	D1 ag
O=C(CCc1c[nH]c2ccccc12)OCc1cccc([N+](=O)[O-])c1
→ -4.5	-9.1	-0.3	1.2	0.6%	8.4	-11.0	-2.4	2.1
Cc1ccc(NC(=O)CS(=O)CC(=O)NC(C)CCc2ccco2)cc1Cl (configuration not stated)
→ -5.1	-5.8	-10.5	2.2	0.0%	3.9	-0.4	0.1	2.5

Next section.
SMILES	D1 PAM	D1 antag	RXFP1 antagonist	D2 antag	RXFP1 agonist	D2 potentiator	TRHR enhancer	D2 ag	D1 ag
O=C(CCNC(=O)c1ccc(Cl)cc1)Nc1ccc(F)cc1F	1.9	-46.9*	7.0	11.0	-1.8%	-9.3	4.0	-0.6	1.5
CCC(Sc1nc2ccccc2c(=O)n1CCc1ccc(OC)c(OC)c1)C(=O)N(CC)CC (configuration not stated)	-2.1	12.7	-26.2	·	0.6%	21.0	-2.0	0.5	4.3
CCC(=O)c1ccc(OCCSc2ncccn2)cc1	1.6	2.5	5.7	-3.7	-1.2%	·	-12.2	0.8	-0.6
c1ccc(C2=Nn3c(nnc3-c3cccnc3)SC2)cc1	2.1	23.2	-2.7	-5.0	4.7%	-4.6	0.5	0.3	0.5
COc1ccc(C(=O)Oc2ccc3c(C)cc(=O)oc3c2C(C)=O)cc1	2.4	1.4	-3.0	21.8	0.6%	-4.8	-1.7	1.4	-0.3
COc1ccc([C@H]2CC(=O)C=C(c3cccc(Br)c3)C2)cc1	-0.3	·	·	-2.4	1.4%	-12.7	-0.5	0.3	2.7
COCCNc1nc2c(S(=O)(=O)c3ccc(C)c(C)c3)nnn2c2ccc(Cl)cc12	-8.1	-63.6*	-6.2	·	2.2%	-16.9	-14.8	-0.4	0.7

Part of the list above, reformatted:
SMILES,D1 PAM,D1 antag,RXFP1 antagonist,D2 antag,RXFP1 agonist,D2 potentiator,TRHR enhancer,D2 ag,D1 ag
Cc1ccc(NC(=O)CS(=O)CC(=O)NC(C)CCc2ccco2)cc1Cl (configuration not stated),-5.1,-5.8,-10.5,2.2,0.0%,3.9,-0.4,0.1,2.5
CN1C(=O)N(CC(=O)N2CCN(S(=O)(=O)Cc3ccccc3)CC2)C(=O)C12CCCCC2,3.0,-4.6,-3.7,1.9,-0.6%,11.6,-1.7,0.8,-0.4
COc1ccc(OC)c(NC(=O)Cn2cc(C(=O)c3ccc(Cl)cc3)c(=O)c3cc(OC)ccc32)c1,-0.1,21.0,·,·,16.4%,-31.8,1.5,0.5,1.3
CSc1cccc(NS(=O)(=O)c2cc(Br)cnc2N)c1,2.2,3.5,-7.9,-14.8,0.5%,10.9,-2.8,0.9,1.9
O=C1CCC(=O)N1CCc1c[nH]c2ccccc12,-0.5,2.2,-2.4,-13.3,-0.9%,4.0,0.2,1.1,2.7
CC(=O)/C(=N/Nc1ccccc1[N+](=O)[O-])N1CCCc2ccccc21,2.1,-4.4,-17.5,2.5,0.3%,1.4,-9.0,-2.5,3.7
CCN(CC(=O)Nc1c(F)cccc1F)C(=O)c1ccc2c(c1)OCO2,-2.4,1.8,3.5,-7.1,-0.7%,12.3,2.0,0.6,0.0
O=C(CCCOc1ccccc1)N1CCN(S(=O)(=O)c2cccs2)CC1,1.6,-0.2,-2.6,21.6,0.6%,-6.0,-5.8,0.3,-0.4
O=C(CCc1c[nH]c2ccccc12)OCc1cccc([N+](=O)[O-])c1,-4.5,-9.1,-0.3,1.2,0.6%,8.4,-11.0,-2.4,2.1
CSCCC(NC(=O)c1ccc(Cl)cc1Cl)C(=O)NCc1ccccn1 (configuration not stated),-8.9,-15.2,-4.8,-16.0,4.2%,4.2,-0.6,-0.2,0.9
O=C(CCNC(=O)c1ccc(Cl)cc1)Nc1ccc(F)cc1F,1.9,-46.9*,7.0,11.0,-1.8%,-9.3,4.0,-0.6,1.5
CCC(Sc1nc2ccccc2c(=O)n1CCc1ccc(OC)c(OC)c1)C(=O)N(CC)CC (configuration not stated),-2.1,12.7,-26.2,·,0.6%,21.0,-2.0,0.5,4.3
CCC(=O)c1ccc(OCCSc2ncccn2)cc1,1.6,2.5,5.7,-3.7,-1.2%,·,-12.2,0.8,-0.6
c1ccc(C2=Nn3c(nnc3-c3cccnc3)SC2)cc1,2.1,23.2,-2.7,-5.0,4.7%,-4.6,0.5,0.3,0.5

High-throughput results (PubChem)

An excerpt; rates above refer to the full screens.
